Screening results: PubChem, several laboratories
Platelet DG rel – inhibitors of platelet dense granule secretion, primary screen, cell-based, MLPCN, human platelets. human platelet-rich plasma, SFLLRN dense granule ATP release, luminescence. inhibition, %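 (compounds screened at 7.5 µM in platelet-rich plasma)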. 0.22% of 300,000 active;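 active = mean replicate score, as percent of positive control, at or above 50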
HDAC3 inh – HDAC3 deacetylase inhibitors, primary screen, biochemical, fluorescence, cell-free homogeneous; recombinant HDAC3, fluorogenic peptide/trypsin coupled; inhibition, % at 8.3 µM; 0.15% of 320,000 active; AID 2718, 2010; in the data active = inhibition above about 26%, passing the limit was not always enough
Target sequence (O15379 whole entry, looked up): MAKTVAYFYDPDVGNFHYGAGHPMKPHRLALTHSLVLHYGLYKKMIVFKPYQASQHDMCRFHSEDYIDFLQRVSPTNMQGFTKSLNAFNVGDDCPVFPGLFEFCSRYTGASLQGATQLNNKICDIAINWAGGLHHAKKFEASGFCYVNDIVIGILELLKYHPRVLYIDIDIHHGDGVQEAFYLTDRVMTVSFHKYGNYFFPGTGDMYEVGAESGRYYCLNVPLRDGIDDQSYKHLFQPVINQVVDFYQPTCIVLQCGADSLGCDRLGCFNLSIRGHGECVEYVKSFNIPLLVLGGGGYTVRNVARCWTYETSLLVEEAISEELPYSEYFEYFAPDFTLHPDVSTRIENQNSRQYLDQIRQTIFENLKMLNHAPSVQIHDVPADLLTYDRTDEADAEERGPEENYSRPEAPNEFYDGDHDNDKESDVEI
PolyA inhibitor – polyadenylation inhibitors in yeast reporter cells, primary screen, luminescence, S. cerevisiae; calls only at 12 µM; 0.02% of 300,000 active; S. cerevisiae SKY197-pL101 polyadenylation reporter, beta-gal luminescence; efflux-impaired pdr1/pdr3 knockout yeast; score 100 = 6 SD above DMSO;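 active = lowest replicate activity score at least 50, where 100 means six control SD above control mean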;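 note: yeast exposed to compound for 9 h at 30 °C; higher score means more reporter readthrough which indicates perturbed polyadenylation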
HSP90 inh – HSP90 inhibitors, primary screen, cell lysate, luminescence. Heat shock protein HSP 90 (rabbit reticulocyte lysate; luciferase refolding). Rabbit reticulocyte lysate, luciferase refolding luminescence, 3 h. inhibition, % at 5.6 µM. 0.91% of 290,000 active;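 active = inhibition above the screen-wide mean plus 3 SD, computed separately per campaign, cut at about 16% in these data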;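 note: 0% = DMSO wells and 100% = 60 µM geldanamycin wells; inhibitors lower the luminescence because luciferase stays unfolded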
GSK3A inh – blockers of GSK3A enzyme activity – biochemical, luminescence, cell-free homogeneous, HTS, primary screen; GSK-3 alpha kinase, ADP-Glo luminescence, 60 min; inhibition, % at 10 µM; 0.1% of 320,000 active;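 in the data active = inhibition above about 50%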;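 note: GST-tagged GSK-3 alpha with peptide substrate and 25 µM ATP; 0% = DMSO neutral wells and 100% = GW8510 positive control wells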
Target sequence (P49840 whole entry, looked up): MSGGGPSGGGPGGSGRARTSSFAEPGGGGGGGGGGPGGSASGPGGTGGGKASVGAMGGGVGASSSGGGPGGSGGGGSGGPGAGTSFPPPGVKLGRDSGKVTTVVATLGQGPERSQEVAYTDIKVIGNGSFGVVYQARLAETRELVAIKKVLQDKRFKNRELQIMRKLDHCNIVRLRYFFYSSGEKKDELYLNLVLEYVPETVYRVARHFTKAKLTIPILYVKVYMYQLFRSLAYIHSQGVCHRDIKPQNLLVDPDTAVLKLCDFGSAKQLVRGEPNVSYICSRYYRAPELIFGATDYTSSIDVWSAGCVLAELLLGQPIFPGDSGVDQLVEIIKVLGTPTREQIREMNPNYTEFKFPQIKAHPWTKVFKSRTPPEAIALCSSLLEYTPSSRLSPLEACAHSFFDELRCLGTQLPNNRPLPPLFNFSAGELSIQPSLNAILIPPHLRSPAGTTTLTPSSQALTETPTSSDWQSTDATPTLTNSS
HSF1 inhib – HSF1 inhibitors in luciferase reporter cells, primary screen, cell-based, NIH3T3, luminescence; NIH3T3-HGL HSE-luciferase, MG132-induced, luminescence 8 h; hits give low values; activity change, negative = inhibition, % at 7.5 µM (by protocol); 0.77% of 300,000 active; AID 2098, 2009;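 active = more than half of replicate wells show activity change below -50%, luminescence cut by over half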;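 note: luciferase reports HSF-1 transcriptional activity via heat shock element; 0% = median of DMSO wells and -100% = zero luminescence signal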
AI-2 QS modul – Vibrio harveyi AI-2 quorum sensing modulators, primary screen, JMH597 strain, luminescence/OD600 ratio. Vibrio harveyi JMH597 AI-2 luminescence/OD600 ratio, 9 h; hits give low values; strain lacks LuxN and CqsS sensors; 0 = neutral-control median. AID 2094, 2009. activity change, % at 7.5 µM. 0.4% of 300,000 active; in the data active = activity change below about -75%, passing the limit was not always enough;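 note: luminescence divided by OD600 gain over 9 h not by final OD600 alone; inactives centre near 13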
HSF-1 act – HSF-1 activators, primary screen, NIH3T3-HGL cells, MG132 stress, luminescence, single point. 1.7% of 300,000 active. NIH3T3-HGL HSF-1 luciferase reporter, 8 h; 100% = twice DMSO control signal. activation, % at 9 µM;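 active = mean replicate activation of at least 50% with a set share of replicates each reaching 50%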;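 note: 0% = median of the neutral control wells and 100% = twice that signal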
DYRK1A inh – rat Dyrk1A kinase inhibitors, primary screen, biochemical, single point, plate reader; 0.43% of 310,000 active; inhibition, % at 12.5 µM; ADP-Glo luminescence, NFATc1 peptide; AID 504441, 2011; Dual specificity tyrosine-phosphorylation-regulated kinase 1A (Rattus norvegicus), Q63470; in the data active = inhibition above about 50%;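 note: plate controls were vehicle with enzyme for no effect and no enzyme for full effect; many of its hits are not listed in these tables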
GSK3beta inhib – human GSK3beta kinase inhibitors, primary screen, biochemical, cell-free homogeneous, HTS; GST-GSK3beta kinase, ADP-Glo luminescence, 60 min; hits give low values; activity score (negative = inhibition), % at 10 µM; 0.038% of 300,000 active; AID 2097, 2009;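 active = more than half of replicate wells score below -50%, meaning over 50% inhibition versus plate controls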;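 note: 0% = median DMSO wells and -100% = median GW8510 positive control wells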
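Test system: GST-fused GSK3beta enzyme, cell-free | Quantity: 1.6 ng GST-GSK3beta enzyme per well | Reagent: 25 µM ATP with peptide substrate | Schedule: 60 min enzyme reaction, room temperature | Signal: Luminescent ADP-Glo measurement of ADP formed | Read-out basis: Score relative to plate controls | Control set: DMSO and 20 µM GW8510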
An asterisk follows results filed as active; i = inactive; nt = not tested or not shown. Only part of the results is shown, so the mix of outcomes need not match the whole.

SMILES	Platelet DG rel	HDAC3 inh	PolyA inhibitor	HSP90 inh	GSK3A inh	HSF1 inhib	AI-2 QS modul	HSF-1 act	DYRK1A inh	GSK3beta inhib
CCCCC(=O)Nc1sc(C(=O)N(CC)CC)c(C)c1C(=O)OC	5	3	i	3	-3	-88*	-17	-91	4	6
CC(C(=O)OCC(=O)Nc1ccc(S(=O)(=O)N2CCCCC2)cc1)N1C(=O)c2ccccc2C1=O (stereo not drawn)	2	2	i	3	0	-2	17	9	7	3
CCn1c(SCC(=O)c2ccc3ccccc3c2)nnc1-c1ccco1	10	-4	nt	-1	-3	-1	2	19	12	3
CCCCCN(C(=O)CCC(=O)OCC(=O)c1ccc(CCC)cc1)c1c(N)n(CCCC)c(=O)[nH]c1=O	0	5	i	nt	0	3	18	9	2	0
O=C(NNC(=O)C1CC(c2cccs2)=NO1)NC1CCCCC1 (stereo not drawn)	-1	5	i	2	2	-4	25	-7	-5	0
Cn1c(Cn2c(=O)sc3ccccc32)nnc1SCC(=O)NCc1ccc2c(c1)OCO2	-14	-6	i	-3	-6	3	11	9	-2	-2
COc1ccc2c(c1OC)C(=O)N(c1ccccc1)C2=O	-1	-6	i	1	-3	5	17	21	6	0
Cc1nn(C)c(C)c1/C=C/C(=O)c1cccs1	10	2	i	-2	-1	1	7	15	1	2
O=C(C(=O)N1CCc2ccccc2C1)c1cn(CC(=O)N2CCCCC2)c2ccccc12	-53	3	i	-2	-2	-6	-24	-1	2	0
CC1CCCN(c2ccc(C(=O)Nc3ccc4c(c3)OCO4)cc2[N+](=O)[O-])C1 (stereo not drawn)	-7	0	i	-4	0	6	41	28	-4	0
COc1cc2c(cc1OC)[C@H](C)N(C(=S)Nc1ccc(F)cc1)CC2	-10	1	i	-2	5	-2	3	-8	nt	-7
O=C(COc1ccc(S(=O)(=O)N2CCOCC2)cc1Cl)NCC1CCCO1 (stereo not drawn)	-10	0	i	-3	-1	-9	4	-28	-1	3
Cc1nc(-c2ccccn2)sc1C(=O)Nc1ccc(Cl)c(Cl)c1	4	3	i	0	-1	39	-7	41	-6	-2
Cc1cc(-c2nn(-c3ccccc3F)cc2CN2CCN(c3ccccn3)CC2)c(C)s1	2	-1	i	2	0	-2	33	-6	-4	7
CCc1nc2ccc(C)cc2c(C(=O)Oc2cccc3cccnc23)c1C	-2	-2	i	2	-3	-8	24	-13	-3	6
CC1(c2nnc(-c3cccc(Cl)c3)o2)CC(c2c(Cl)cccc2Cl)=NO1 (stereo not drawn)	-2	-3	i	nt	0	-2	10	-10	0	1
Cc1nn(-c2ccccc2)c(Cl)c1C(=O)Nc1nnc(C2CCCCC2)s1	-4	-1	i	1	2	1	25	21	4	-2
CCc1ccccc1NC(=O)/C(C#N)=C\c1ccc(Sc2ccccc2)o1	7	1	i	0	-5	30	12	48	7	0
OC(c1ccccc1)(c1ccccc1)C1CCN(C(=S)NC2CCCC2)CC1	-5	1	i	3	-2	5	23	37	-1	1
Cc1[nH]c2ccc(C(=O)OCCN(C)C)cc2c1C	-1	-2	i	3	-2	1	18	1	1	0
NS(=O)(=O)c1ccc(NC(=S)NC(=O)/C=C/c2cccs2)cc1	5	5	i	3	-2	-2	11	2	-2	2
COc1cccc(CNS(=O)(=O)c2cc(Br)cc3c2N(C(C)=O)C(C)C3)c1 (stereo not drawn)	-3	1	i	3	-3	0	19	5	2	0
CCOC(=O)c1cc(/C(C)=N/OC(=O)c2ccc(C(C)(C)C)cc2)on1	nt	-11	i	-3	0	nt	26	nt	nt	1
Cc1cc(C)c(NC(=O)C2CCCN2CCO)c(C)c1 (stereo not drawn)	11	2	i	1	-1	-4	23	11	-3	0
Cc1cccc(/C=N/NC(=O)NC2CCCCC2)c1	10	-17	i	0	-2	21	7	36	0	0
CCC(C)NCC(=O)Nc1cc(S(=O)(=O)N(CC)c2ccccc2)ccc1Cl (stereo not drawn)	-4	-2	nt	0	-1	7	5	13	-7	0
CCCOC(=O)Nc1cc(OC)c(Cl)cc1OC	-3	8	i	-1	-5	1	30	5	3	-1
CCOc1ccc(NC(=O)N[C@@H](CCSC)C(=O)OC)cc1	-3	-3	i	-6	-3	4	19	8	3	2
CCOC(=O)C1=C(C)NC(C)=C(C(=O)OCC)C1c1cccc(C)n1	6	-6	i	5	1	-1	21	-12	5	4
O=C(Nc1ccc(Cl)cc1)N1CCCN(Cc2ccc(F)cc2)C1	-3	-4	i	9	1	-2	5	8	4	-1

Three of the compounds above, as labelled records.
COc1cccc(CNS(=O)(=O)c2cc(Br)cc3c2N(C(C)=O)C(C)C3)c1 (stereo not drawn)
  Platelet DG rel: -3	HDAC3 inh: 1	PolyA inhibitor: i	HSP90 inh: 3	GSK3A inh: -3	HSF1 inhib: 0	AI-2 QS modul: 19	HSF-1 act: 5	DYRK1A inh: 2	GSK3beta inhib: 0

CC1(c2nnc(-c3cccc(Cl)c3)o2)CC(c2c(Cl)cccc2Cl)=NO1 (stereo not drawn)
  Platelet DG rel: -2	HDAC3 inh: -3	PolyA inhibitor: i	HSP90 inh: nt	GSK3A inh: 0	HSF1 inhib: -2	AI-2 QS modul: 10	HSF-1 act: -10	DYRK1A inh: 0	GSK3beta inhib: 1

CCOc1ccc(NC(=O)N[C@@H](CCSC)C(=O)OC)cc1
  Platelet DG rel: -3	HDAC3 inh: -3	PolyA inhibitor: i	HSP90 inh: -6	GSK3A inh: -3	HSF1 inhib: 4	AI-2 QS modul: 19	HSF-1 act: 8	DYRK1A inh: 3	GSK3beta inhib: 2

Additional records:
SMILES	Platelet DG rel	HDAC3 inh	PolyA inhibitor	HSP90 inh	GSK3A inh	HSF1 inhib	AI-2 QS modul	HSF-1 act	DYRK1A inh	GSK3beta inhib
CC(C)CCN(C(=O)C1=COCCO1)c1c(N)n(Cc2ccccc2)c(=O)[nH]c1=O	0	3	i	nt	-2	2	25	-2	-1	-2
COC(=O)c1ccc(-n2c(C)cc(C(=O)CCl)c2C)cc1	-2	-4	i	-2	1	8	24	14	-12	1
O=C(Nc1ccccn1)NC1CCS(=O)(=O)C1 (stereo not drawn)	4	-3	i	6	2	-9	-2	7	0	-1
CC(CC(=O)NCc1cccnc1)c1ccccc1 (stereo not drawn)	4	-6	i	-3	-3	-1	15	-5	4	2
Cn1cccc1/C=N/NC(N)=S	5	14	i	-3	-2	-30	13	-35	-4	1
COc1ccc(N2CCN(C(=O)C3CCN(S(=O)(=O)c4ccc(F)cc4)CC3)CC2)cc1	0	-4	i	-2	3	-7	3	7	-5	-1
Cc1cccc(NC(=O)CSc2nc3c(oc4ccccc43)c(=O)n2-c2ccccc2)c1	9	-4	i	6	1	6	21	0	1	-1
O=C(Nc1ccccc1)C1CCN(C(=O)c2ccccc2)CC1	-3	1	i	-2	-11	-8	16	-13	-5	1
Cc1ccc(-c2nnn(CC(=O)N(c3ccc(F)cc3)C(C(=O)NC(C)(C)C)c3ccco3)n2)o1 (stereo not drawn)	-4	-4	i	0	0	4	1	9	2	1
COc1ccc(C(=O)NCCc2nnc3ccc(SCC(=O)NCc4ccc(F)cc4)nn23)cc1	6	1	i	-5	-1	-4	24	5	9	1
COc1ccc(O)c(CN2CCC(n3nccc3NC(=O)C3CCCC3)CC2)c1	4	0	i	1	1	-5	29	1	-1	1
O=[N+]([O-])c1ccc(-c2csc(NN=C3CCCC3)n2)cc1	3	3	nt	5	0	26	17	32	3	0
COc1ccc2nc(SCc3cccnc3)c(C#N)cc2c1	-3	-1	i	-7	0	26	0	24	-4	4
COC(=O)c1cc(COC(=O)c2ccc(OC)c(S(=O)(=O)N3CCCC3)c2)oc1C	9	nt	i	0	nt	1	-2	-15	4	4
CCOC(=O)Cc1csc(NC(=O)COc2ccc3c(c2)CCC3)n1	15	-10	i	-1	-2	0	16	-14	-4	-3
COc1ccc(/C=C2\Sc3ccc(C(=O)N4CCOCC4)cc3N(C)C2=O)cc1	5	5	i	0	-4	-3	16	-6	6	2
Cc1cccc(/C=N/NC(=O)c2cccc([N+](=O)[O-])c2)n1	5	-1	i	1	0	-6	14	8	0	2
N#CC(C#N)=c1ccc2c(c1)NC1(CCCCC1)N=2	23	11	i	52*	5	1	-15	8	6	2
CN(C)CCCN1C(=O)c2cccc3cccc(c23)C1=O	1	-9	i	-1	3	13	4	3	2	3
CSc1ccccc1C(=O)Nc1cccc(C(C)O)c1 (stereo not drawn)	-12	1	i	0	0	0	3	10	1	0
COc1ccc(NC(=O)/C(C#N)=C\c2ccc(-c3cc(C(=O)O)ccc3C)o2)cc1	-3	1	i	-1	2	-1	19	22	-2	1
COc1ccc(S(=O)(=O)N2CCN(C(=O)CCC3CCCC3)CC2)cc1	-5	8	i	0	-3	-1	18	-8	-7	-2
CCOC(=O)c1c(C)sc2c1N(C(=O)CN(CC)CC)c1cc(Cl)ccc1S2	-6	3	i	3	-1	6	0	29	4	2
CCCC(NC(=O)c1ccccc1)c1nc2ccccc2n1Cc1ccc(C(=O)OC)o1 (stereo not drawn)	-2	4	i	0	0	9	3	20	7	-1
Cc1cc(N2CC(C(=O)NCc3cccnc3)CC2=O)ccc1C(C)C (stereo not drawn)	17	6	i	3	-1	-6	-44	-8	-6	-3
O=C(c1cccs1)N1CCN(c2nnc(-c3ccccc3)c3ccccc23)CC1	-1	14	i	7	-2	4	0	-7	nt	1
O=C(COC(=O)CCc1c[nH]c2ccccc12)NCCc1ccccc1	-2	1	i	nt	2	0	-5	16	-4	3
COc1ccc(C(=O)Nc2ccc(S(=O)(=O)N(C)c3ccccc3)cc2)cc1	7	11	i	nt	-3	8	23	28	-6	-2
CCN(CC)S(=O)(=O)c1cccc(NC(=O)C(=O)c2c(-c3ccccc3)cc3ccccn23)c1	3	9	i	8	0	-3	21	10	0	2
Cc1nc2ccccc2n1CC(=O)NCc1ccccc1	8	0	i	-1	-1	-2	10	9	-6	-2
Oc1ccc(/C=N/N(Cc2ccccc2)c2ccccc2)c(O)c1O	4	nt	i	9	nt	6	65	4	-3	5
COC(=O)/C(=C/c1cccnc1)NC(=O)c1ccccc1	20	4	i	4	-3	39	13	92*	-5	-1
Cc1ccc2c(c1)N(CC(=O)NCCCN1C(C)CCCC1C)C(=O)c1cccnc1O2 (stereo not drawn)	5	18	i	-6	-2	-2	2	-5	4	0
CCOc1cccc(N(C(=O)CNC(=O)c2ccco2)C(C(=O)NCC2CCCO2)c2ccccc2)c1 (stereo not drawn)	-1	2	i	-4	-3	1	-4	-6	-2	-22
O=C(N1CCCCCC1)N1CCN(S(=O)(=O)c2cccc([N+](=O)[O-])c2)CC1	-5	-6	i	1	2	-10	25	-6	0	3
CCCCCCn1c(O)c(/C=C2\C=NN=C2c2ccccc2)sc1=S	23	nt	i	3	nt	-6	11	4	-3	2
